Compound activity (PubChem BioAssay)
mIAP act: activators of mouse IAP, primary screen, biochemical, luminescence, uHTS | muIAP, CDP-Star luminescence, 30 min; hits give high values; 1 = vehicle-only enzyme signal, 0 = enzyme-free wells | activation factor at 10 µM | 0.24% of 330,000 active | AID 2805, 2010;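 active means activation factor of at least 2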; further: the source names both 10 and 20 µM as test concentration; values of inactives mirror those of a sister screen read the other way
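also added = chemiluminescent substrate CDP-Star | test system = mouse IAP enzyme | signal = chemiluminescence readout | compound = DMSO-dissolved test compounds | incubation = 30 min at room temperature | benchmarks = DMSO wells, no-enzyme wells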
ATG4B inh: ATG4B protease inhibitors, primary screen, biochemical, fluorescence, uHTS; AID 504462, 2011; ATG4B cleavage of LC3-PLA2, NBD-HPC fluorescence, 1 h; inhibition, % at 8.33 µM; 0.51% of 340,000 active; Cysteine protease ATG4B (Homo sapiens), Q9Y4P1; in the data active means inhibition above about 40%
Target sequence (Q9Y4P1 whole entry, looked up): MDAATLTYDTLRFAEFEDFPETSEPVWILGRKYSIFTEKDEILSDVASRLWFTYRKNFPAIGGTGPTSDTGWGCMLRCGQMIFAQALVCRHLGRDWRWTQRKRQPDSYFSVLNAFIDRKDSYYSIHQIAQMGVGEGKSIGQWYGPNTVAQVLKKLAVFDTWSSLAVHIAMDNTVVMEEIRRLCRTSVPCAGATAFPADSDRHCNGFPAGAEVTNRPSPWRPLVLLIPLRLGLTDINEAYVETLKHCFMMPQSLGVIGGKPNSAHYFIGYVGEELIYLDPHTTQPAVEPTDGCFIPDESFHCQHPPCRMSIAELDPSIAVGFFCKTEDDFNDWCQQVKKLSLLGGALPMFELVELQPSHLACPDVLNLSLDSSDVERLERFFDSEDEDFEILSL
mIAP inh: inhibitors of mouse IAP, primary screen, biochemical, luminescence, uHTS. purified mouse IAP, CDP-Star luminescence, 30 min. inhibition, % at 10 µM. 0.2% of 330,000 active. AID 2806, 2010;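 active means inhibition of at least 40% at 10 µM in the primary screen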;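 further: plate controls were DMSO with enzyme for no effect and no enzyme wells for full effect; values of inactives mirror those of a sister screen read the other way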
hIAP act: human IAP activators, primary screen, biochemical, luminescence, uHTS; Intestinal-type alkaline phosphatase (Homo sapiens), P09923; purified human IAP, CDP-Star luminescence, 30 min; hits give high values; 1 = vehicle-only enzyme, 0 = enzyme-free background; activation factor at 10 µM; 0.16% of 330,000 active;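 active means activation factor of the enzyme at least 2-fold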; further: the source names both 10 and 20 µM as test concentration; values of inactives mirror those of a sister screen read the other way
Target sequence (P09923 whole entry, looked up): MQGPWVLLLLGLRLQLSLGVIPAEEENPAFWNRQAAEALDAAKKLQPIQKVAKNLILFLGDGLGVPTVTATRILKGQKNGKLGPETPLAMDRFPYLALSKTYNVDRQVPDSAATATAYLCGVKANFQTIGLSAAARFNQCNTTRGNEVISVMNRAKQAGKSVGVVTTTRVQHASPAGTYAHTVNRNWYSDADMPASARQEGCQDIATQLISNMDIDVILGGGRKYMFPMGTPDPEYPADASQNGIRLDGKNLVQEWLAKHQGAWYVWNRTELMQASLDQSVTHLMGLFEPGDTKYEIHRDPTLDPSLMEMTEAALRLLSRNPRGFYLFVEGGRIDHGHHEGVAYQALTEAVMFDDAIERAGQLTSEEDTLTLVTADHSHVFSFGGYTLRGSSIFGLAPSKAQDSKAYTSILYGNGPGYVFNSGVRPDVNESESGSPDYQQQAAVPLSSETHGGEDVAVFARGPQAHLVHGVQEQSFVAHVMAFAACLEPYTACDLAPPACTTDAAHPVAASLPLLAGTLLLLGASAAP
Apaf1 inhib: inhibitors of human Apaf-1 apoptosome, primary screen, biochemical, DEVD-Rh110 fluorescence, uHTS. Apoptotic protease-activating factor 1 (Homo sapiens), O14727. reconstituted apoptosome caspase-3 activity. inhibition, % at 20 µM. 0.71% of 330,000 active. AID 489030, 2010; active means inhibition of at least 40% at 20 µM;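 further: plate controls were DMSO wells for no effect and DEVD-CHO caspase inhibitor wells for full effect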
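Medium: Hepes buffer, pH 7.5 / System: biochemical Apaf-1 apoptosome reconstitution / Measured by: Rh110 fluorescence, excitation 480 nm, emission 540 nm / Times: compound with Apaf-1, dATP, procaspase-3 30 min, then 50 min reaction, room temperature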
hIAP block: human IAP inhibitors, primary screen, biochemical, luminescence, uHTS; purified IAP, CDP-Star luminescence, 30 min; inhibition, % at 10 µM; 0.12% of 330,000 active; AID 2544, 2010;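 active means inhibition reaching a set limit with compound at 10 µM in the primary screen, cut at about 35% in these data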;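 further: plate controls were DMSO wells with enzyme for no effect and no-enzyme buffer wells for full effect; values of inactives mirror those of a sister screen read the other way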
NLRP3 yeast inh: NALP3 inflammasome inhibitors in reconstituted yeast, primary screen, luminescence, uHTS; Yeast reconstituted NLRP3/ASC/caspase-1, beta-gal luminescence, 24 h; inhibition, % at 10 µM; 0.39% of 330,000 active; AID 2825, 2010;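 active means inhibition of 50% or more; inactive means inhibition below 50%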;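 further: plate controls were induced DMSO wells for no effect and uninduced yeast grown without galactose for full effect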
TIM10 inh: growth inhibitors of isogenic TIM10 control yeast, primary screen, counter-screen for tim10-1 yeast inhibitor project, luminescence, uHTS | S. cerevisiae TIM10 strain growth, BacTiter-Glo luminescence, 24 h | inhibition, % at 10 µM | 1.4% of 330,000 active;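 active means inhibition of 40% or more at the single tested concentration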;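 further: wild-type TIM10 isogenic control strain grown at permissive 25 °C; 0% = DMSO yeast wells and 100% = minimal medium wells without yeast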
tim10-1 inh: growth inhibitors of tim10-1 mutant yeast, primary screen, luminescence, uHTS. S. cerevisiae tim10-1 ts strain growth, BacTiter-Glo, 24 h. inhibition, % at 20 µM. 2.2% of 330,000 active. AID 463190, 2010;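 active means inhibition of at least 40%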;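 further: mutant grown at 25 °C; 0% = DMSO wells with yeast and 100% = wells holding no yeast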
* marks the source's active call; other numbers are inactive results; . = not tested or not shown.

SMILES	Apaf1 inhib	mIAP inh	hIAP act	ATG4B inh	hIAP block	mIAP act	NLRP3 yeast inh	TIM10 inh	tim10-1 inh
Cc1ccc(-c2noc(C3CCCN(S(=O)(=O)c4ccc(S(=O)(=O)N(C)C)cc4)C3)n2)o1 (centres undefined)	-3	-2	1.2	-16	-21	1	4	-9	10
CCOc1ccccc1C(=O)Nc1cc(C(=O)NCC(C)C)ccc1Cl	1	-1	1	.	-4	1	0	23	5
CCCCn1c(=O)[nH]c(=O)c2c1nc(-c1ccccc1F)n2Cc1ccccc1OC	17	10	1.1	18	-6	0.9	17	27	12
CCC(C)C(=O)Nc1cc([N+](=O)[O-])ccc1Cl (centres undefined)	0	0	0.86	10	14	1	-16	-4	-10
O=C(NCC1OCCCN1S(=O)(=O)c1cc(F)ccc1F)C(=O)NC1CCCC1 (centres undefined)	-19	6	1.3	9	-26	0.94	-5	-2	1
Cc1coc2cc3oc(=O)c(CCC(=O)N[C@@H](CCCNC(N)=O)C(=O)O)c(C)c3cc12	-6	-3	0.94	-10	6	1	6	-3	0
COc1cc(NC(=S)NN2CCN(C)CC2)cc(OC)c1	6	-14	1.1	1	-12	1.1	4	5	12
CCNC(=O)CN(c1ccccc1OC)S(=O)(=O)c1cccs1	3	-2	1	-4	0	1	0	13	10
Cc1ccc(C)n1NC(=O)c1cccc(Cl)c1	3	8	1	-10	-4	0.93	16	0	20
CC1(C2CC2)NC(=O)N(CC(=O)NCC(=O)Nc2ccc(F)c(F)c2F)C1=O (centres undefined)	-8	2	0.91	0	9	0.98	2	-1	6
CCn1nnnc1-c1ccc(OC)c(S(=O)(=O)Nc2ccc(S(N)(=O)=O)cc2)c1	-4	0	1	-1	-2	1	15	9	-1
Cc1ccc(S(=O)(=O)N2CCN(C(=O)CSC(=S)N3CCCC3)CC2)c(C)c1	7	-8	0.81	1	18	1.1	29	17	12
O=C(O)C1CCCCC1C(=O)NCc1ccc(Cl)c(Cl)c1 (centres undefined)	-13	13	0.92	-9	8	0.87	21	10	5
Cc1ccc(S(=O)(=O)N2CCC(C(=O)N[C@@H](C)C(=O)NC3CCCCC3)CC2)cc1	1	-10	0.95	-10	4	1.1	13	-9	19
CN(CC(=O)Nc1ccc(Cl)cc1)C1CCCCC1	4	-6	1.1	6	-6	1.1	17	7	13
CCC(=O)NC(NC(=O)CC)C(Cl)Cl	-4	-4	0.87	8	13	1	-5	5	-1
COc1ccc(-c2cc(C(F)(F)F)nc(S(=O)(=O)CCC(=O)N3CCOCC3)n2)cc1	1	4	0.89	2	11	0.96	16	32	48*
COc1ccc(CCN2C(=O)c3[nH]nc(-c4ccccc4O)c3C2c2ccccc2)cc1OC (centres undefined)	28	2	1.4	-24	-44	0.97	5	7	4
CCN1CCCC1CNS(=O)(=O)c1ccc(F)c(Cl)c1 (centres undefined)	0	0	1.1	3	-14	1	-1	13	-16
O=C(Oc1ccc([N+](=O)[O-])cc1)C1CC(=O)N(c2ccc3c(c2)OCCO3)C1 (centres undefined)	11	-4	1.1	-4	-12	1	-20	6	7
CCc1nnc(NS(=O)(=O)c2ccc(NC(=S)Nc3ccc(F)cc3)cc2)s1	7	-6	1	-1	-2	1.1	-7	5	3
Cc1ccc2c(c1)NC(=O)[C@@]1(C)[C@@H](c3ccccc3)[C@H]3COc4ccc(Cl)cc4[C@@H]3N1C2=O	19	-3	1.2	13	-17	1	9	8	20
O=C1N(Cc2ccc(F)cc2Cl)c2ccccc2C12OCCCO2	-3	6	0.87	6	13	0.94	-10	19	20
O=C1C=C(Nc2cccc(O)c2)CC(c2ccco2)C1 (centres undefined)	-17	10	0.94	-12	6	0.91	-3	6	11
CC(=O)Nc1ccc(NC(=O)COC(=O)Cc2cccs2)cc1	8	-2	1.1	-1	-11	1	-3	-16	-11
COCCCNC(=O)c1ccc([N+](=O)[O-])cc1	-4	-1	0.99	2	1	1	8	-15	-6
Cc1cc(C)c2c(CC(=O)NNC(=O)c3ccccc3)coc2c1	10	8	1.8	-11	-85	0.92	1	9	5
CCOC(=O)C1=CC[C@]2(C)c3c(c4ccccc4n3C)C(=O)C1N2C	7	2	1	4	-4	0.98	-2	6	-7
O=C(Nc1cccc(F)c1)C1CCCN(C(=O)c2ccc(Cl)cc2)C1 (centres undefined)	-4	-10	0.9	-4	10	1.1	11	16	-13
O=C(Nc1ncn[nH]1)c1cccc(F)c1	-8	2	1.5	-11	-50	0.98	10	-4	-16

Only Apaf1 inhib, for 3 of the compounds above:
SMILES,Apaf1 inhib
Cc1ccc2c(c1)NC(=O)[C@@]1(C)[C@@H](c3ccccc3)[C@H]3COc4ccc(Cl)cc4[C@@H]3N1C2=O,19
O=C1N(Cc2ccc(F)cc2Cl)c2ccccc2C12OCCCO2,-3
O=C1C=C(Nc2cccc(O)c2)CC(c2ccco2)C1 (centres undefined),-17

Continuation.
SMILES	Apaf1 inhib	mIAP inh	hIAP act	ATG4B inh	hIAP block	mIAP act	NLRP3 yeast inh	TIM10 inh	tim10-1 inh
Cc1noc(C)c1NC(=O)N(C)C[C@H]1Oc2ccc(NC(=O)Nc3ccccc3)cc2C(=O)N([C@H](C)CO)C[C@@H]1C	-8	-28	1.1	-5	-7	1.3	12	-3	-7
O=S(=O)(NCCNc1nccc(C(F)(F)F)n1)c1ccccc1	-19	-2	1.2	-2	-20	1	-8	3	15
COc1cccc(-n2c(Cn3nc(C(F)(F)F)cc3C)n[nH]c2=S)c1	9	-1	1	-5	-2	1	-7	5	6
Cc1csc(NC(=O)CSc2nc(=O)n(CCN(C)C)c3c2CCCC3)n1	-1	4	1.1	-2	-5	0.95	6	9	0
Cc1ccc(N2CN(Cc3ccco3)CNC2=S)c(C)c1	1	7	1.1	0	-8	0.93	6	20	14
COC(=O)c1c(C)oc2cc(Br)c(OCC(=O)C(C)(C)C)cc12	-9	7	0.86	5	14	0.93	-23	18	19
CC(C)Cn1c(N)c(C(=O)COC(=O)c2ccc(F)cc2)c(=O)n(C)c1=O	1	-19	1.1	-7	-8	1.2	-6	-15	11
COc1cccc2nc3cc(C)c(C)cc3nc12	84*	4	1	-8	0	0.96	21	43*	64*
CCOc1cc(/C=C2\NC(=S)N(C)C2=O)ccc1OCc1ccc(C(=O)O)cc1	14	4	0.96	9	4	0.96	19	12	24
COc1ccc(OC)c(NC(=O)C2CC(C)=C(C)CC2C(=O)O)c1 (centres undefined)	0	2	0.89	-14	11	0.97	6	11	8
CCOC(=O)C1CCCN(S(=O)(=O)c2ccc3c(c2)N(C)C(=O)CC(=O)N3C)C1 (centres undefined)	-2	0	0.93	1	7	1	13	-2	2
CCCc1nnc(NC(=O)CCC(=O)Nc2ccc(Cl)cc2)s1	-1	1	1.3	8	-28	0.99	0	-3	0
O=C(NCc1ccccn1)c1ccc(NS(=O)(=O)c2ccccc2)cc1	-6	5	1.2	-5	-18	0.95	10	-8	-3
COc1ccc(OC)c(CNC(=O)C2CCN(S(=O)(=O)N3CCCC3)CC2)c1	-3	-4	1	3	-1	1	-4	18	10
O=C(COC(=O)Cc1ccc(Cl)c(Cl)c1)Nc1ccc2[nH]c(=O)[nH]c2c1	-8	8	1.1	-2	-6	0.92	15	-2	5
COc1cccc(Cn2c(NCc3cccnc3)nc3c2c(=O)n(C)c(=O)n3C)c1	10	-6	1.1	-7	-10	1.1	9	-10	2
O=C(CN1C(=O)NC(c2ccccc2)(c2ccccc2)C1=O)NCc1ccco1	8	-6	1.2	-13	-18	1.1	3	2	6
c1ccc(C[n+]2cccc3c4ccccc4ccc32)cc1	-10	2	0.92	-1	8	0.98	6	-4	-2
O=C(CSc1nnnn1-c1ccc(C(=O)O)cc1)NC1CC1	-324	-2	1.1	0	-9	1	1	1	-7
CCN1CCC(=NNC(=O)c2ccco2)CC1	6	0	1.2	-2	-16	1	15	1	9
CCc1cc(=O)oc2c3c(cc(OCC(=O)NCCC(=O)O)c12)OC(C)(C)CC3	-3	2	1.1	-3	-6	0.98	10	2	-11
COc1ccc(-n2c(SCC(=O)Nc3nccs3)nnc2-c2ccccc2)cc1	21	-2	1.1	-8	-13	1	11	19	22
Nc1cccc2c1C(=O)N(Cc1cccc(Cl)c1)C2=O	-1	-36	1.3	-5	-28	1.4	12	-36	-12
Cc1ccc(S(=O)(=O)N(Cc2ccc(Cl)cc2)c2ccccc2C(=O)O)cc1	13	-2	1.1	-2	-8	1	-7	6	38
CCSc1nc(-c2ccccc2)c(-c2ccccc2)n1CC(O)CO (centres undefined)	-1	-8	1	36	-3	1.1	-7	15	13
CCOc1ccc2nc(N(CCCN(C)C)C(=O)c3ccc(S(=O)(=O)N4CCc5ccccc5C4)cc3)sc2c1	13	4	1	-1	-4	0.96	20	26	3
O=C(NCCC(=O)N(CCc1ccccc1)Cc1ccccc1)c1ccc(Br)cc1	35	-4	0.92	9	8	1	30	9	0
